Screens: PubChem, National Center for Advancing Translational Sciences (NCATS)
TDP1 cell CPT: growth inhibition of DT40 Tdp1-/-;hTDP1 cells with camptothecin (screen for TDP1 inhibitors); Potency, µM (highest dose often 46.2 µM), without a hit: at the top dose activity change, negative = growth inhibition, hits mostly inhibitors; AID 686979; 420,000 compounds, 12% hits; chicken DT40 Tdp1-/-;hTDP1 cells + 20 nM CPT, ATP luminescence, 48 h; note: nearly all actives have a fitted effect of over 55% in size
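Chicken DT40 Tdp1-/- cells stably complemented with human TDP1 were seeded at 400 cells/well in medium containing 20 nM camptothecin, exposed to pin-transferred compounds, and grown at 37 °C for at least 48 hr. Viability was read as ATP luminescence.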
TDP1 cell noCPT: qHTS for Inhibitors of human tyrosyl-DNA phosphodiesterase 1 (TDP1): qHTS in cells in absence of CPT. DT40 Tdp1-/- hTDP1 cells, no CPT, ATP luminescence, 48 h. Potency, µM (highest dose often 46.2 µM), inactives show top-dose activity change, negative = growth inhibition, hits mostly inhibitors. 420,000 compounds, 15% hits; note: nearly all actives have a fitted effect of over 55% in size
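Cells were dispensed at 400 per well, compounds added by pin tool, plates incubated ≥48 hr at 37 °C, then CellTiter-Glo added for 30 min at room temperature before luminescence reading. Line: DT40 Tdp1-/- complemented with hTDP1; camptothecin omitted.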
TDP1 inh: inhibitors of human tyrosyl-DNA phosphodiesterase TDP1 | Potency, µM (top dose mostly 130 µM), for inactives: top-dose activity change, negative = inhibition, hits mostly inhibitors | 350,000 compounds, 0.28% hits | recombinant TDP1, AlphaScreen DNA substrate cleavage; note: nearly all actives have a fitted effect of over 40% in size
Target sequence (Q9NUW8 whole entry, looked up): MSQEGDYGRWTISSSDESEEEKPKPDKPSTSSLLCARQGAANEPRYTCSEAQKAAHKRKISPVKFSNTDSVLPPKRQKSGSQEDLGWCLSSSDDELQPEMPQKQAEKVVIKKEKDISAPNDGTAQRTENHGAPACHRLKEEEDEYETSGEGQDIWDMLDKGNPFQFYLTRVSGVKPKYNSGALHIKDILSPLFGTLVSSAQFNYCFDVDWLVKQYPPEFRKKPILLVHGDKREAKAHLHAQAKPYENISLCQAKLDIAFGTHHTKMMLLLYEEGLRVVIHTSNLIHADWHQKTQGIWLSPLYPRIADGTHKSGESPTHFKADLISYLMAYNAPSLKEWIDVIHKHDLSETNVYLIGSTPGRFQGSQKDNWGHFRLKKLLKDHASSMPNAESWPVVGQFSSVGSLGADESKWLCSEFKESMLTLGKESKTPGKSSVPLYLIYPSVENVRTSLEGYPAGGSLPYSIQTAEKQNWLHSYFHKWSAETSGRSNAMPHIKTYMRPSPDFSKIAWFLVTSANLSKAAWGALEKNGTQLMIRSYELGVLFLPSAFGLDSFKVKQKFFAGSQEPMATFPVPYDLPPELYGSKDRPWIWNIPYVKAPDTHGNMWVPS
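Enzyme-compound mixtures sat 15 min at room temperature, followed by a 5 min reaction with 15 nM final substrate and 10 min with AlphaScreen beads. Recombinant human Tdp1 was used at 1 nM final.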
The depositor's hits bear a star; u = inconclusive; x = no result given; ! = repeats disagree; [ ] = another dose, or the depositor's remark. Calls come from the whole dose curve; as a rule, active = well fitted curve in the direction sought with a large enough effect; inconclusive = small, poorly fitted or top-dose-only effect, or another doubt; inactive = no such curve, though single readings can be large; an effect the other way counts as inactive or inconclusive. % is set by controls: 0 for no effect and ±100 for the full control effect; potency is the fitted concentration of half-maximal effect.

SMILES	TDP1 cell CPT	TDP1 cell noCPT	TDP1 inh
Cc1cccc(N2C(=O)CC(Sc3nc(-c4ccccc4)c4cc(Cl)ccc4n3)C2=O)c1 (stereo not drawn)	u	u	6%
Cc1ccc(Cn2nnc3c(=O)[nH]c(C4CCN(S(=O)(=O)Cc5ccccc5)CC4)nc32)cc1	u	u	2%
Cc1ccc(CNC(=O)C2CCC(=O)N2Cc2ccc(C)cc2)cc1 (stereo not drawn)	-18%	-1%	x
COc1ccc(NC2=Nc3cccc4cccc2c34)cc1OC	23µM*	26µM*	7%
CC(C)Oc1ccc(CNC(=O)C2CCN(C(=O)N3CCOc4ccccc43)CC2)cc1	u	u	x
COc1cc(Cl)c(CNC[C@H]2O[C@@H](n3cnc(C(N)=O)n3)[C@H](O)[C@@H]2O)c(Cl)c1O	6%	5%	x
Cc1cccc(CCN(Cc2cc3cccc(C)c3[nH]c2=O)C(=O)N2CCOCC2)c1	u	-25%	7%
COc1ccc([N+](=O)[O-])cc1NC(=O)c1cncc(Br)c1	6%	-26%	4%
Cc1cccc(OC(=O)Nc2ccc(C(=O)O)c(O)c2)c1	-4%	-27%	x
c1ccc(CNc2cnccn2)cc1	-6%	0%	0%
COc1cccc(C2C3=C(CCCC3=O)Nc3[nH]n(-c4ccccc4)c(=O)c32)c1 (stereo not drawn)	-15%	u	-2%
COc1ccc(NC(=O)COC(=O)CC2CC3CCC2C3)c([N+](=O)[O-])c1 (stereo not drawn)	-28%	u	11%
CC(=O)Nc1ccc(S(=O)(=O)NCCC(=O)NCCOc2ccccc2)cc1	-10%	5%	1%
CCCCOC(=O)/C(C#N)=C/c1ccc(-c2ccc(Br)cc2)o1	-27%	-25%	-2%[12.3 µM]
Cc1ccc(Cn2c(=O)n(CCCCC(=O)NCCc3ccc(Cl)cc3)c(=O)c3ccccc32)cc1	u	u	1%
Cc1ccc(NC(=S)NNC(=O)CSc2nnc(-c3ccc(Cl)cc3)n2C2CCCCC2)cc1	u	u	8%
Cc1ccccc1CN(C)C1CCN(C)CC1	1%	1%	x
Cn1c(=O)c2c(ncn2CC(N)=O)n(C)c1=O	7%	9%	1%
COc1ccc(CNc2ccccn2)c(O)c1	0%	-5%	x
COc1ccccc1C(=O)NCCC(=O)N1CC(=O)Nc2ccccc21	7%	u	2%

The last three entries of the part before open the next one:
SMILES	TDP1 cell CPT	TDP1 cell noCPT	TDP1 inh
Cn1c(=O)c2c(ncn2CC(N)=O)n(C)c1=O	7%	9%	1%
COc1ccc(CNc2ccccn2)c(O)c1	0%	-5%	x
COc1ccccc1C(=O)NCCC(=O)N1CC(=O)Nc2ccccc21	7%	u	2%
COC(=O)c1ccc(-n2nnc(-c3nc(-c4ccccc4Cl)no3)c2C)cc1	7%	-8%	0%
CC(C)(C)c1ccc(S(=O)(=O)N2CCCC2C(=O)NC2=NCCS2)cc1 (stereo not drawn)	u	u	2%
CCCC(=O)CN1C(=O)C2(OCCO2)c2ccccc21	-10%	-3%	0%
CCOC(=O)/C(=C\c1ccccc1)C(=O)c1cc(C(C)=O)c(Nc2ccccc2)s1	8.2µM*	9.2µM*	-1%
CCO[C@@H]1OC(C(N)=O)=C[C@H](c2ccccc2)[C@H]1CCCO	-10%	-1%	6%
Cn1nc(C(=O)NC(C)(C)C)c2ccccc21	3%	4%	1%
O=C(NCC(c1ccco1)N1CCOCC1)C1CCCCC1 (stereo not drawn)	7%	-3%	x
COc1ccc(OC)c(NC(=O)CCC(=O)Oc2ccc(C)cc2)c1	-12%	-17%	x
COCCNC(=O)C1(C)CCCN(C(=O)c2ccc(OC)c(OC)c2)C1 (stereo not drawn)	14%	15%	x
O=C(CSc1nnc(C2CC2)n1Cc1ccccc1)c1cc2ccccc2o1	u	u	8%
O=C(COc1c(F)c(F)c(C(F)(F)F)c(F)c1F)Nc1ccc(N2CCOCC2)c(Cl)c1	u	u	-5%
CC(=O)C1CCC2C3CC(O)C4=CC(=O)CCC4(C)C3C(=O)CC12C (stereo not drawn)	14%	5%	x
Cc1cccc(NC(=O)CSCC(=O)N(C)CCOc2ccc(Cl)cc2)c1	-9%	u	-4%
CC(C)(C)n1nc(-c2ccc(F)cc2)c2c(N)ncnc21	23µM*	16µM*	-1%
CC(=O)c1ccc(NC(=O)CSc2nnc(C3CC3)n2C)cc1	4%	-6%	10%
CC(C)c1ccccc1OCCCCN1CCCCC1	u	u	x
N#CCCN(C(=S)NC(=O)c1cccs1)c1ccccc1F	u	-28%	1%
O=C(Nc1cccc(NC(=O)c2cccs2)c1)c1ccc(Br)cc1	u	u	2%
COc1ccccc1NC(=O)CSc1n[nH]c(-c2ccccn2)n1	u	15µM*	x
O=C(CSc1ccc(-c2cccs2)nn1)c1cccs1	u	u	5%

Fetched by compound from the entries so far:
SMILES	TDP1 cell CPT	TDP1 cell noCPT	TDP1 inh
CCO[C@@H]1OC(C(N)=O)=C[C@H](c2ccccc2)[C@H]1CCCO	-10%	-1%	6%
O=C(CSc1nnc(C2CC2)n1Cc1ccccc1)c1cc2ccccc2o1	u	u	8%
COc1ccccc1NC(=O)CSc1n[nH]c(-c2ccccn2)n1	u	15µM*	x
CCOC(=O)/C(=C\c1ccccc1)C(=O)c1cc(C(C)=O)c(Nc2ccccc2)s1	8.2µM*	9.2µM*	-1%
COC(=O)c1ccc(-n2nnc(-c3nc(-c4ccccc4Cl)no3)c2C)cc1	7%	-8%	0%
CCCC(=O)CN1C(=O)C2(OCCO2)c2ccccc21	-10%	-3%	0%
CC(C)(C)c1ccc(S(=O)(=O)N2CCCC2C(=O)NC2=NCCS2)cc1 (stereo not drawn)	u	u	2%

Remaining list, next part.
SMILES	TDP1 cell CPT	TDP1 cell noCPT	TDP1 inh
COC(=O)C1CCN(C(=O)Cc2ccc(C)cc2)CC1	2%	0%	5%
CCc1nc2ccc(C(=O)NCc3cccs3)cn2c1N(C)Cc1nccs1	u	21µM*	x
CC(C)N1CCc2c(sc(NC(=O)c3ccc(S(=O)(=O)N4CCc5ccccc54)cc3)c2C(N)=O)C1	23µM*	u	x
COc1ccc(C2=Nc3ccc(C)cc3NC(c3ccc(Cl)cc3)=N2)cc1	u	u	5%
COc1ccc(/C=C/C(=O)c2c(O)c(OC)c3occc3c2OC)cc1OC	11µM*	10µM*	x
O=C(NCc1ccccc1)C(=O)NCC(c1cccnc1)N1CCN(c2ccccc2)CC1 (stereo not drawn)	16µM*	13µM*	-12%
CC(NC(=O)CSC(=S)N1CCCC1)c1ccc(S(N)(=O)=O)cc1 (stereo not drawn)	-5%	-2%	x
O=C(O)c1ccc(N2N=C(c3ccccc3)CC2c2ccccc2)cc1 (stereo not drawn)	2%	-6%	x
Nc1nc2ccccc2n1/N=C/c1ccc([N+](=O)[O-])s1	2.1µM*	2.9µM*	x
Cc1nn(C(C)C(=O)NCCCN2CCCC2)c(=O)c2nn(-c3ccccc3)c(C)c12 (stereo not drawn)	0%	12%	4%
CCc1nc2ccc(C(=O)Nc3cccc(NS(C)(=O)=O)c3)cn2c1N(C)C(=O)Cc1ccccc1	-21%	3%	x
Cc1c(Cl)cccc1NC(=O)C(C)n1nnc2sc3c(c2c1=O)CCCC3 (stereo not drawn)	u	-18%	5%
Cc1ccc(C2(CCNS(=O)(=O)c3ccc(C)cc3)CCOC(C(C)C)C2)cc1 (stereo not drawn)	u	u	-2%
CC1(C)OC(=O)C2=C(C[C@@H](C3CCCC3)O[C@@H]2c2ccc(Cl)cc2)O1	u	u	x
Cc1cc(C)c(S(=O)(=O)N2CCCCC2CCNC(=O)C(=O)NCc2ccco2)c(C)c1 (stereo not drawn)	u	16µM*	5%
COc1ccc(C(C)(O)c2nc(-c3ccncc3)cs2)cc1 (stereo not drawn)	5.8µM*	5.8µM*	x
CC(C)Cc1nc2oc3c(NCC4CCCO4)ncnc3c2c2c1CCC2 (stereo not drawn)	13µM*	18µM*	-3%
Cc1cc(=O)n2[nH]c(C(=O)O)nc2n1	10%	-6%	3%
Cc1nnc(SCc2nc3ccccc3nc2C)s1	-1%	u	2%
CC(C)C1S/C(=N/N=C/c2cccs2)NC1=O (stereo not drawn)	-13%	-2%	6%
O=C1CCc2cc(S(=O)(=O)Nc3ccccc3F)cc3c2N1CCC3	1%	-14%	-4%
Fc1ccc(-c2csc3ncnc(N4CCc5ccccc5C4)c23)cc1	16µM*	u	2%
O=C1C(=O)c2ccccc2C(O)=C1C1CCC(c2ccc(Cl)cc2)CC1 (stereo not drawn)	u	2.3µM*!	9%
Cc1ccc2[nH]c3c(c2c1)CCN(C)C3	6%	-1%	4%
O=C(CSc1ncnc2nc[nH]c12)Nc1ccccc1C(F)(F)F	-16%	-19%	0%
O=S(=O)(Nc1nc2ccccc2nc1NCC1CCCO1)c1ccccc1 (stereo not drawn)	-6%	-14%	0%
CCCCN(C)CCNC(=O)c1cc2c(-c3ccccc3F)nn(C)c2s1	-12%	u	x
O=C(NC1CCN(Cc2ccc(Cl)cc2)CC1)c1cn(-c2ccccc2)nc1-c1cccnc1	16µM*	u	2%
COCCNC(=O)COc1cccc(Oc2ccccc2)c1	u	-14%	0%
Cc1ccc(CNCc2cc3c(C(C)(C)C)nn(-c4ccccc4)c3[nH]c2=O)cc1	u	25µM*	3%
CC1CN(c2ccc(S(=O)(=O)N3CCCC3)cn2)CC(C)O1 (stereo not drawn)	-4%	3%	1%
Cc1cccc(/C=N/n2c(-c3cc(-c4ccccc4)n[nH]3)n[nH]c2=S)c1	16µM*	u	5%
O=C(CNC(=O)C(c1ccccc1)c1ccccc1)N/N=C/c1cccnc1	11%	-18%	-3%
Cc1c(C)c2ccc(OCC(=O)NC3CCN(Cc4ccccc4)CC3)cc2oc1=O	-7%	1%	2%
CC(Sc1nc2ccccc2[nH]1)C(=O)O (stereo not drawn)	11%	-9%	2%
COCCNc1nnc(SCC(=O)NNC(=O)c2ccc([N+](=O)[O-])cc2)s1	16%	-8%	-14%[0.505 µM]
Cc1n[nH]c(=O)c2c(NC(=O)CSc3ccccc3Cl)oc(C)c12	5%	-21%	6%[0.505 µM]
CCSC1=C(C#N)C(c2ccc3c(c2)OCO3)C2=C(CCCC2=O)N1 (stereo not drawn)	u	u	-2%
O=C(CN1C(=O)NC2(CCCc3ccccc32)C1=O)NCc1cccs1 (stereo not drawn)	9%	16%	0%
COCCCNC(=O)CSc1nc2c(sc3ccccc32)c(=O)n1CCCC(=O)NCC1CCCO1 (stereo not drawn)	8%	-13%	0%
O=[N+]([O-])c1cc(/C=N\Nc2ccccn2)ccc1Cl	9%	-1%	3%
Cc1ccc2nc(-c3ccncc3)cc(C(=O)Nc3ccc(OC(F)F)cc3)c2c1	u	9.2µM*	50µM*
O=C1C2C3C=CC(C4CC34)C2C(=O)N1/N=C/c1ccc(-c2ccc(F)cc2[N+](=O)[O-])o1 (stereo not drawn)	u	23µM*	7%
O=C(CN1CC(c2ccccc2)CC1=O)OCc1ccccc1F (stereo not drawn)	-28%	-41%	0%
O=C(/C=C/c1ccc2c(c1)OCO2)NCCS(=O)(=O)N1CCN(c2ccccc2)CC1	-29%	u	x
CCOC(=O)c1sc(NC(=O)CSc2n[nH]c(C)n2)nc1C	-25%	u	3%
O=C(Cc1ccccc1)Nc1ccccc1Oc1ccccc1	u	u	-1%
O=C(NC1CCCCCCC1)C1c2ccccc2C(=O)N1Cc1cccs1 (stereo not drawn)	13µM*	u	0%
Cc1ccc(NC(=O)CSc2nc3ccc(Nc4nc(N5CCOCC5)nc(N5CCOCC5)n4)cc3s2)cc1	u	18µM*	1%

Profiles, looked up by structure. Screens in order: TDP1 cell CPT | TDP1 cell noCPT | TDP1 inh
O=[N+]([O-])c1cc(/C=N\Nc2ccccn2)ccc1Cl is entered as 9% | -1% | 3%
Cc1ccc(NC(=O)CSc2nc3ccc(Nc4nc(N5CCOCC5)nc(N5CCOCC5)n4)cc3s2)cc1 is entered as u | 18µM* | 1%
Cc1ccc2nc(-c3ccncc3)cc(C(=O)Nc3ccc(OC(F)F)cc3)c2c1 is entered as u | 9.2µM* | 50µM*
CCOC(=O)c1sc(NC(=O)CSc2n[nH]c(C)n2)nc1C is entered as -25% | u | 3%
O=C(CN1CC(c2ccccc2)CC1=O)OCc1ccccc1F (stereo not drawn) is entered as -28% | -41% | 0%

Three structures already listed, arranged by SMILES length, high to low.
SMILES	TDP1 cell CPT	TDP1 cell noCPT	TDP1 inh
Cc1ccc(NC(=O)CSc2nc3ccc(Nc4nc(N5CCOCC5)nc(N5CCOCC5)n4)cc3s2)cc1	u	18µM*	1%
O=C(/C=C/c1ccc2c(c1)OCO2)NCCS(=O)(=O)N1CCN(c2ccccc2)CC1	-29%	u	x
O=C(Cc1ccccc1)Nc1ccccc1Oc1ccccc1	u	u	-1%
